Screening data (PubChem BioAssay)
Sm TGR block: blocks Schistosoma mansoni thioredoxin glutathione reductase. Q962Y6. purified TGR, DTNB reduction, TNB absorbance 405 nm. Potency, µM (series often up to 114 µM), without a hit: at the top dose activity change, negative = inhibition, most hits filed as inhibitors. 360,000 compounds, 3% hits; also: potency is read from the fitted curve at half-maximal effect; nearly all actives have a fitted effect of over 60% in size
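TGR 20 nM + NADPH 100 uM (dispensed conc.), cpd preinc 15 min RT; start with NADPH (500 uM addition) then DTNB (15 mM addition). Kinetic TNB absorbance, 405 nm filter. Four-parameter Hill fit across titration.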
FBPA Giardia inh: Giardia lamblia aldolase inhibition; purified Giardia FBPA; Potency, µM (titrated, usually from 59.6 µM), without a hit: at the top dose activity, negative = inhibition, most hits filed as inhibitors; AID 2451; 290,000 compounds, 0.71% hits; also: potency is read from the fitted curve at half-maximal effect; nearly all actives have a fitted effect of over 55% in size
Target sequence (A8B2U2 whole entry, looked up): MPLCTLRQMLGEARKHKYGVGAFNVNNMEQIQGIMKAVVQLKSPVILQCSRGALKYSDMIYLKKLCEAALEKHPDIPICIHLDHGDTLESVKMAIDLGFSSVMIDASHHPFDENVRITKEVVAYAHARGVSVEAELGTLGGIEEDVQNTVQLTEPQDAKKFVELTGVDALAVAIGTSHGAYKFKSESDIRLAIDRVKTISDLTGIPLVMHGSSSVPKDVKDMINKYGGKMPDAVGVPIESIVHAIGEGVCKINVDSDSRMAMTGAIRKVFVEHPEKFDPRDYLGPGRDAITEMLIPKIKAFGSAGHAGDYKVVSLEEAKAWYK
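40 nM FBPA preincubated 10 min at RT with compound (up to 57.5 uM final), then substrate plus GAPDH/TPI/NAD/arsenate coupling and diaphorase/resazurin added. Fluorescence read after 20 min at RT, 525/598 nm.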
HCV inhibitor: blocks hepatitis C virus; 340,000 compounds, 3.4% hits; Potency, µM (doses to about 41.8 µM), for the others: top-dose activity change, negative = inhibition, usual class: inhibitors; Huh7.5.1 HCVcc-Cre infection, luciferase reporter, 44 h; also: potency is read from the fitted curve at half-maximal effect
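Antiviral activity was scored by luciferase reporter output from cells infected with HCVcc-Cre (~0.5 moi) in presence of compound, 44 h infection period, cells seeded 1,000/well 4 h prior.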
HCMV antiviral: human cytomegalovirus inhibition. HFF cells, HCMV-luciferase reporter, 72 h; hits give low values. activity change, negative = inhibition, % at 57.5 µM. 410,000 compounds, 4.5% hits; in the data active = activity change below about -60%; inconclusive = no clear call, values can overlap the other calls; inactive = above about -39%
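Inhibition of viral replication was scored as loss of reporter luminescence in HFFs infected with HCMV-luciferase (MOI 1 PFU/cell) for 72 h; compounds tested at 2 doses, normalized to buffer and Salinomycin controls.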
AMA1-RON2 inh: disrupts binding of P. falciparum AMA1 to RON2; 360,000 compounds, 0.2% hits; AID 720542; AlphaScreen AMA1-biotinylated RON2 peptide binding; Potency, µM (titrated, usually from 58.2 µM), for inactives: at the top dose activity change, negative = inhibition, hits mostly inhibitors;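 also: potency is read from the fitted curve at half-maximal effect; 0% = vehicle wells and -100% = peptide control; nearly all actives have a fitted effect of over 45% in size; some results filed as inactive show a strong effect at the top dose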
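AMA1 (3D7) with his tag at 25 nM final met compounds first, then biotinylated RON2 peptide at 25 nM; detection used donor plus acceptor beads, 10 µg/mL apiece, read by AlphaScreen after 30 min at room temperature.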
AmpC detergent: blocks E. coli AmpC beta-lactamase in detergent assay; Potency, µM (top dose mostly 114 µM), without a hit: top-dose activity change, negative = inhibition, most hits filed as inhibitors; P00811; AmpC hydrolysis of nitrocefin, absorbance 480 nm, 0.01% Triton; 370,000 compounds, 0.041% hits; AID 485294;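 also: potency is read from the fitted curve at half-maximal effect; 0% = no-compound wells and -100% = no-enzyme wells; nearly all actives have a fitted effect of over 25% in size; some results filed as inactive show a strong effect at the top dose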
Target sequence (P00811 whole entry, looked up): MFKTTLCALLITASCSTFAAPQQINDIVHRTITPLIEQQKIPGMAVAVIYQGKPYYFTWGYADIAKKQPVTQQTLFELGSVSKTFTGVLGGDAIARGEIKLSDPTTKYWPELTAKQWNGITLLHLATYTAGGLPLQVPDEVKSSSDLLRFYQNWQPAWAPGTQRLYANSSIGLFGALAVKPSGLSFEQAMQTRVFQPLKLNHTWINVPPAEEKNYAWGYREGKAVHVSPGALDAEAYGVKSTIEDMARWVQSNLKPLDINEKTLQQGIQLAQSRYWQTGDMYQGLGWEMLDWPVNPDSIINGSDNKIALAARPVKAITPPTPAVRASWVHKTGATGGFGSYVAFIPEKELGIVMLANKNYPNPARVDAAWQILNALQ
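20 mM phosphate pH 7.0 + 0.01% (detergent screen) or 0.0001% Triton X-100; 5.3 nM AmpC reagent; cpd preinc 15 min RT; nitrocefin (800 uM stock) to start; A480 q20 s × 4 min; Activity was normalised to no-enzyme and no-compound control wells.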
* hit, by the source's call; ? = inconclusive; nt = not tested or not shown; & = joins results of further samples; [ ] = remark or other dose. Unless noted, calls follow the shape of the dose curve; as a rule, active = well fitted curve in the direction sought with a large enough effect; inconclusive = small, poorly fitted or top-dose-only effect, or another doubt; inactive = no such curve, though single readings can be large; an effect the other way counts as inactive or inconclusive. Unless noted, % is scaled to controls: 0 for no effect and ±100 for the full control effect.

no.	SMILES	Sm TGR block	FBPA Giardia inh	HCV inhibitor	HCMV antiviral	AMA1-RON2 inh	AmpC detergent
1	COc1ccccc1-n1cc(C(=O)NCC(=O)N2CCN(Cc3ccccc3)CC2)c2ccccc2c1=O	-25%	-1%	-1%	83	-2%	7%
2	Oc1ccc(Cl)cc1Sc1cc(Cl)ccc1O	nt	nt	?	-16	-15%	nt
3	Cc1ccccc1NC(=S)N(C)Cc1cccs1	-13%	1%	-2%	31	-3%	?
4	O=C1CC(c2ccco2)CC(O)=C1C=NCCN1CCN(C2CC(=O)N(c3ccccc3)C2=O)CC1 (stereo not given)	?	-8%	5%&-7%	5	38%[activator]	?
5	CCOC(=O)c1c(S(=O)(=O)N2CCCC(C(=O)Nc3ccccn3)C2)c(C)n(C)c1C (stereo not given)	60%[activator]	nt	nt	-6	nt	3%
6	CCn1c(=NC(=O)c2ccc(S(=O)(=O)N3CCCC3)cc2)sc2cc(Br)ccc21	-2%	nt	nt	-18	nt	-5%
7	S=C(c1ccc(N2CCOCC2)cc1)N1CCCCC1	1%	-1%	7%	9	7%	-13%
8	COc1ccc(S(=O)(=O)NCC(c2ccc(N(C)C)cc2)N2CCc3ccccc32)cc1F (stereo not given)	-11%	nt	nt	32	nt	-1%
9	CCCn1c(=O)c2ccccc2n2c(SCCOc3ccc(C)cc3)nnc12	36%	-1%	-18%	-8	11%	3%
10	CC1c2cc3c(cc2CCN1C(=O)c1cccc(Cl)c1)OCCCO3 (stereo not given)	-6%	nt	-23%	-33	0%	1%
11	CC1(C)CC(NC(=O)CCc2nnc(CCCCc3ccccc3)o2)CCO1 (stereo not given)	0%	3%	3%	-18	4%	2%
12	Nc1nnc(SC2CCCC2)s1	4%	-4%	8%	41	7%	0%
13	Cc1ccccc1OP(N)(=O)Oc1ccccc1C	-1%	-1%	17%	47	-14%	2%
14	CCOC(=O)[C@H]1[C@H]2COc3ccccc3[C@@H]2N2C(=O)c3cc(F)ccc3NC(=O)[C@@]12C	-5%	nt	21%	1	-3%	2%
15	NS(=O)(=O)c1cccc(NC(=O)COC(=O)Cn2cc(C(F)(F)F)ccc2=O)c1	1%	nt	12%	34	-6%	-4%
16	CC1CCCN(C(=O)CCCNC(=O)c2ccc(Cl)cc2)C1 (stereo not given)	nt	nt	27%	-2	10%	nt
17	O=C(COC(=O)CCNS(=O)(=O)c1ccccc1)NC1CC1	nt	nt	19%	1	-2%	nt
18	COc1ccc(Cl)cc1NS(=O)(=O)c1cccc(C(=O)NC2CCC(O)CC2)c1 (stereo not given)	0%	nt	10%	-14	2%	-3%
19	COc1ccc(Cn2nnc3c(=O)[nH]c(C4CCCN(C(=O)c5ccccc5)C4)nc32)cc1 (stereo not given)	-1%	0%	?	30	-2%	12%
20	COc1ccccc1NC(=O)/C(C#N)=C/c1cc([N+](=O)[O-])ccc1N1CCCC1	-8%	1%	-10%	15	-5%	-9%
21	CC(C)Oc1ccc(C(=O)Nc2nc3ccccc3[nH]2)cc1	3%	5%	?	-60*	69%[activator]	?
22	COc1ccc(NC(=O)N2CCc3c([nH]c4ccc(OC)cc34)C2c2ccc(OC)cc2)cc1 (stereo not given)	5%	nt	nt	?	nt	27%
23	C[C@H](NS(=O)(=O)c1c(Cl)cccc1Cl)C(=O)NNC(=O)COc1ccccc1F	nt	nt	-8%	10	87%[activator]	nt
24	Cc1cc(N2CCN(C)CC2)nc2ccc(NC(=S)N3CCN(c4ccc(Cl)cc4)CC3)cc12	-12%	-28%	?	?	-10%	2%
25	O=C(/C=C/c1ccco1)NCc1ccco1	4µM*	2%	18%	48	-3%	9%
26	CC(CNC(=O)c1sc2ncccc2c1-n1cccc1)c1ccccc1 (stereo not given)	3%	nt	nt	-29	nt	-3%
27	CCOC(=O)Cc1csc(NC(=O)Nc2ccc(F)cc2)n1	11%	-1%	?	-34	-11%	-5%
28	O=C(CCc1ccccc1)NC(=S)NCc1ccco1	?	1%	1%	?	-3%	-12%
29	O=C(CN1CCN(c2ccccc2O)CC1)NC(c1ccccc1)c1ccccc1	3%	0%	-8%	5	-25%	-8%
30	Cc1ccc(C)c(/C=N/NC(=S)NCCc2ccccc2)c1	1%	1%	-9%	-34	20%	0%
31	CCOc1ccc(S(=O)(=O)NCc2ccc3c(c2)OCO3)cc1NC(C)=O	0%	1%	-5%	1	0%	7%
32	O=S(=O)(c1ccccc1C(F)(F)F)N1CCOCC1	1%	6%	11%	45	-2%	3%
33	CC(NC(=O)c1ccccc1OC(F)F)c1ccc(-n2ccnc2)cc1 (stereo not given)	-32%	nt	15%	6	1%	2%
34	CC(N=c1ccccn1C(=O)Nc1ccc(Cl)cc1)c1ccco1 (stereo not given)	-12%	-4%	5%	nt	0%	-14%
35	CC(C)CCN1CCN(Cc2ccc(C(F)(F)F)cc2)CC1CCO (stereo not given)	-3%	1%	?	-17	-7%	5%
36	O=C(Cn1c(=O)nc(-c2ccccc2)c2ccccc21)NCCc1ccc(Cl)cc1	4%	nt	nt	?	nt	8%
37	CCN1C(=O)[C@H]2[C@@H](c3ccc(OC)cc3)N3C(=O)CN(CCOC)C(=O)[C@@]3(Cc3ccccc3)[C@H]2C1=O	-15%	2%	16%	?	-13%	-7%
38	O=[N+]([O-])c1cccc(/C([O-])=C(/C(=S)Nc2ccccc2F)[n+]2ccccc2)c1	-17%	?	-16%	18	4%	8%
39	O=C(Cc1ccccc1)NCC(=O)N/N=C/c1ccc(Cl)cc1	-2%	6%	-5%	?	0%	5%
40	COc1ccc(OC)c(C2C(C(C)=O)=C(O)C(=O)N2c2ccc(O)cc2)c1 (stereo not given)	-2%	-11%	10%	0	-1%	-15%
41	COc1ccc(CCNC(=O)CSc2nc3[nH]ncc3c(=O)n2-c2ccccc2OC)cc1OC	-12%	2%	3%	-38	1%	?
42	Cn1c(=O)oc2cc(S(=O)(=O)NCCN3CCCCCC3)ccc21	4%	2%	6%	-22	1%	1%
43	COc1ccc(C2CC(=O)NC(=O)C2)cc1	-6%	9%	9%	-40	4%	-6%
44	CN(C)S(=O)(=O)c1ccc(C(=O)Nc2nc(-c3cc4ccccc4o3)cs2)cc1	1%	0%	?	-69*	0%	-7%
45	O=[N+]([O-])c1ccc(N/N=C/c2cn(Cc3ccc(F)cc3)c3ccccc23)nc1	4%	-2%	9%	?	11%[2.32 µM]	2%
46	COc1ccc(NC(=O)Cc2ccsc2)cc1S(=O)(=O)N1CCOCC1	-6%	nt	9%	11	-8%	-5%
47	O=C(CSc1ccc(-c2ccc(F)cc2)nn1)Nc1ccc2c(c1)OCCO2	7%	1%	?	17	5%	0%
48	c1ccc(CCNc2nc3ccccc3s2)cc1	23%	-3%	-11%	-4	9%	5%
49	CCOc1ccc(-n2c(=O)c3c(C)c(C(=O)N(C)C)sc3n(CC(=O)Nc3c(C)cc(C)cc3C)c2=O)cc1	-7%	nt	nt	18	nt	-3%
50	Cc1ccc(S(=O)(=O)N2CCOCC2)cc1C(=O)Nc1ccccc1F	-1%	0%	nt	30	17%	-3%
51	Cc1cccc(C(=O)OCc2cc(=O)oc3c(C)c(C)ccc23)c1O	3%	14%	-6%	nt	-2%	2%
52	Cc1ccc(S(=O)(=O)CCN2CCN(c3ccccn3)CC2)cc1	-1%	4%	15%	31	-5%	7%
53	Cc1cccc(CS(=O)(=O)Cc2ccc(C(=O)NC(C)c3ccccc3)o2)c1 (stereo not given)	?	13%	?	19&4	13%	-4%&2%
54	N#CCc1nc(CSc2nc3ccccc3s2)cs1	49%[activator]	19%	20%	14	37%[activator]	0%
55	CC12CC(NC(=O)N1c1cccc(C(=O)NCc3ccccc3)c1)c1ccccc1O2 (stereo not given)	19%	1%	nt	?	nt	1%
56	CCCCN1CC2=C(C1=O)C(c1ccc(O)cc1)NC(=O)N2C (stereo not given)	-2%	3%	19%	1	2%	3%
57	COc1ccc(C=O)cc1Oc1nc(Cl)ncc1F	-11%[57.1 µM]	-1%	13%	-27	-9%	1%
58	CCOC(=O)c1c(NC(C)=O)sc2c(O)c(Br)ccc12	-23%	-4%	-10%	-37	15%	-10%
59	COc1ccc(OC)c(NC(=O)Cn2c(CCC(=O)O)ccc2-c2ccccc2)c1	?	12%	8%	48&64	-9%	12%&-7%
60	COC(=O)C1CSc2[nH]c(=O)sc2C1c1ccccc1 (stereo not given)	2%	-21%	1%	29	3%	?

Other compounds.
no.	SMILES	Sm TGR block	FBPA Giardia inh	HCV inhibitor	HCMV antiviral	AMA1-RON2 inh	AmpC detergent
61	O=C(NCCc1c[nH]c2ccccc12)C(=O)NCC1OCCCN1S(=O)(=O)c1cccs1 (stereo not given)	1%	-8%	?	-19	1%	3%
62	CCN1CCCC1CNC(=O)c1ccc2c(c1)N(Cc1cccc(Cl)c1)C(=O)c1ccccc1S2(=O)=O (stereo not given)	0%	nt	-6%	?	-7%	-4%
63	CCOC(=O)CNC(=O)N1CCCC(C(=O)c2cccc(Cl)c2)C1 (stereo not given)	7%[57.1 µM]	6%	0%	19	2%	-4%
64	Cc1ccccc1S(=O)(=O)Cc1ccc(C(=O)NCCN2CCCCC2C)o1 (stereo not given)	-35%	-21%	5%	-17	1%	3%
65	Cc1cccn2c(=O)c3cc(S(=O)(=O)c4ccc(F)cc4)c(=N)n(Cc4ccco4)c3nc12	-5%	7%	2.8µM*	-13	-27%	0%
66	O=C(CCNC(=O)c1ccco1)Nc1ccc(Cl)cc1	6%	0%	-8%	-1	13%	1%
67	C#CCOC(=O)c1ccc(-n2cncn2)nc1	0%	3%	21%	-34	-10%	-8%
68	O=C(Nc1ccc(F)cc1)NC1(C(=O)NCc2ccco2)CCCCC1	1%	-1%	-1%	0	-16%	?
69	COC(=O)c1ccc2[nH]c(CO)c(-c3ccccc3)c2c1	-35%	2%	?	?	-4%	-11%
70	CC1(C)CC(=O)C2=C(C1)N(CC1CCCO1)C(=O)C2(O)C(F)(F)F (stereo not given)	2%	4%	?	30	-3%	?
71	CCCCN1CC[C@H]2C=CC[C@@H](C(=O)N3CCOCC3)[C@H]2C1=O	nt	nt	0.56µM*	-25	7%	nt
72	CCOc1ccc(C2NC(=O)c3n[nH]c(C)c32)cc1 (stereo not given)	2%	2%	1%	-10	1%	?
73	O=C(O)c1ccc(N2C(=O)CC(SC(=NCc3ccc4c(c3)OCO4)Nc3ccccc3)C2=O)cc1 (stereo not given)	-21%	8%	26%	-6	-20%	-7%
74	CCOc1ccc(NC(=O)c2nccnc2CO)cc1	-22%	2%	8%	90	2%	-2%

Another view of two compounds above:
(69) COC(=O)c1ccc2[nH]c(CO)c(-c3ccccc3)c2c1
- Sm TGR block: -35%
- FBPA Giardia inh: 2%
- HCV inhibitor: ?
- HCMV antiviral: ?
- AMA1-RON2 inh: -4%
- AmpC detergent: -11%
(71) CCCCN1CC[C@H]2C=CC[C@@H](C(=O)N3CCOCC3)[C@H]2C1=O
- Sm TGR block: nt
- FBPA Giardia inh: nt
- HCV inhibitor: 0.56µM*
- HCMV antiviral: -25
- AMA1-RON2 inh: 7%
- AmpC detergent: nt
